High-throughput results as filed in PubChem.
TPT1 inh = inhibitors of Candida albicans tRNA 2'-phosphotransferase TPT1. inhibition, % at 5 µM. recombinant caTPT1, FP RNA substrate dephosphorylation. AID 1962. hit rate 0.81% among 300,000;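 active means inhibition above the mean of all tested compounds plus 3 SD, set per screening campaign, cut at about 24% in these data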;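 further: plate controls were DMSO alone for no effect and ferristatin control at 100 nM for full effect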
PREPL inh = inhibitors of human prolyl oligopeptidase-like enzyme PREPL; recombinant PREPL, fluorescence polarization activity-based probe; inhibition, % at 5.96 µM; hit rate 0.68% among 320,000; AID 2751; in the data active means inhibition above about 43%;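 further: 0% = enzyme with DMSO and 100% = wells lacking enzyme; many of its hits are not listed in these tables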
Efflux pump mplx = inhibitors of Candida antifungal efflux pumps expressed in yeast | S. cerevisiae Candida pump triplex, Nile Red efflux | inhibition, % at 10 µM | hit rate 0.44% among 330,000;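 active means plate passing quality check with inhibition over a set limit, or well fluorescence over plate mean plus 4 SD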;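 further: Nile Red retained in pooled yeast measured as flow cytometry median fluorescence; 0% = buffer negative control and 100% = Enniatin B positive control; higher means more Nile Red kept so more efflux inhibition; some compounds called inactive have numbers as strong as hits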
HCV core dimer = blocks dimerization of HCV core protein; inhibition, % at 5 µM; TR-FRET GST/Flag-core106 dimerization, 1536-well; AID 1899; hit rate 0.33% among 300,000;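 active means inhibition above the mean of all tested compounds plus 3 SD, set per screening campaign, cut at about 45% in these data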
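System – GST-tagged and Flag-tagged HCV core protein residues 1-106 · Repeats – one well for each compound · Technique – TR-FRET 671 and 617 nm emission · Doses – one concentration, 5 µM, in 0.5% DMSO · Times – 4 h, 22.5 °C incubation · Also added – Eu donor and XL665 acceptor anti-tag antibodies · Measure – percent inhibition of core106 dimerization signal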
LYPLA2 counter = blocks human lysophospholipase 2, a PME1 counter-screen; recombinant LYPLA2, FP-Rh probe fluorescence polarization; inhibition, % at 5.9 µM; hit rate 0.38% among 320,000; O95372;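 active means inhibition above the screen-wide mean plus 3 SD, limit set per campaign, cut at about 26% in these data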;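 further: 0% = LYPLA2 with DMSO and 100% = wells lacking LYPLA2 enzyme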
Target sequence (O95372 whole entry, looked up): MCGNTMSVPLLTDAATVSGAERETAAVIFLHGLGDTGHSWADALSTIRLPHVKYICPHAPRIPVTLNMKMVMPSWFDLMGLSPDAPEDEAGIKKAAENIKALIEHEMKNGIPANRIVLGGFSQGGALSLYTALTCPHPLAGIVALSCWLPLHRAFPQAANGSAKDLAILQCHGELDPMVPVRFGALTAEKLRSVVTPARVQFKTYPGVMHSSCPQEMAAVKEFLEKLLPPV
PP5 inh = PP5 (human) phosphatase inhibition | hit rate 0.18% among 320,000 | inhibition, % at 6.7 µM | purified PP5c, OMFP substrate fluorescence;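 active means inhibition above the campaign's mean inhibition across all tested compounds plus 3 SD, cut at about 9.5% in these data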;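 further: 0% = DMSO only and 100% = 100 µM cantharidin control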
PP1 inh = blocks human PP1-alpha phosphatase, a PP5 counter-screen | purified PP1alpha, OMFP fluorescence | hit rate 0.9% among 320,000 | AID 2235 | inhibition, % at 6.7 µM | P62136;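 active means inhibition above the mean inhibition of all tested compounds plus 3 SD, computed separately for each screening campaign, cut at about 15% in these data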
Target sequence (P62136 whole entry, looked up): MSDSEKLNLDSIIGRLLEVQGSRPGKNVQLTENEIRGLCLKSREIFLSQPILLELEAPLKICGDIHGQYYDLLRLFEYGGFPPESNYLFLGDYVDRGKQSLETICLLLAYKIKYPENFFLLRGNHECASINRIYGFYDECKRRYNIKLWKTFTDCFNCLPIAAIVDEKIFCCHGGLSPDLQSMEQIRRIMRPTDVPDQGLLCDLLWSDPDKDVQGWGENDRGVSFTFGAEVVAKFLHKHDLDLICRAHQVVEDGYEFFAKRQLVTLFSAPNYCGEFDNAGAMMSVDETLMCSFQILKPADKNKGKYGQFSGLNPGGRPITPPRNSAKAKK
JMJD2C inh = blocks human GASC-1 demethylase activity. Q9H3R0. GST-JMJD2C(1-420) H3K9me3 demethylation, DELFIA europium. inhibition, % at 2.35 µM. hit rate 0.069% among 330,000. AID 2099;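 active means more than half of a compound's replicate wells show inhibition beyond 50%, single wells judged on their own value; inconclusive means some, but no more than half, of replicates pass 50% inhibition; inactive means no replicate passes 50% inhibition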;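 further: signal counts dimethyl H3K9 product captured on neutravidin plate; 0% = median of DMSO wells and 100% = 0.3 times that DMSO median; strong numbers were not always called active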
Target sequence (Q9H3R0 1-420 limits assumed): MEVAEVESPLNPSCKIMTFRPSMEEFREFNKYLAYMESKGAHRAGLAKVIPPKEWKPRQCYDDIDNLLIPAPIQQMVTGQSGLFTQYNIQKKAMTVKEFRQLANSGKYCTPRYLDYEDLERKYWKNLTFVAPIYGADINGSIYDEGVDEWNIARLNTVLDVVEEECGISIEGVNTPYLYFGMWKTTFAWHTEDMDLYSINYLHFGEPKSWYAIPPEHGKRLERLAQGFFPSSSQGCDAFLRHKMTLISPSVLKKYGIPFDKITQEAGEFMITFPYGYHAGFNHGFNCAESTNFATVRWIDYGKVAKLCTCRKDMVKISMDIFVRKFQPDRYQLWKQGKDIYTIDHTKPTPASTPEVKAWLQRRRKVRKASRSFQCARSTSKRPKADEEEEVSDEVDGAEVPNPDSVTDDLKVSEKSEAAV
Fh CTSL1 inh = blocks F. hepatica cathepsin L1 in PFM18AAP counter-screen. hit rate 0.49% among 300,000. recombinant F. hepatica cathepsin L1, Z-Leu-Arg-MCA fluorescence. inhibition, % at 5.96 µM;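 active means inhibition above the mean of all tested compounds plus 3 SD, set per screening campaign, cut at about 17% in these data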;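 further: 0% = plate median of test compound wells and 100% = 1 µM Z-Phe-Ala-diazomethylketone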
* hit, by the source's call; u = inconclusive; x = no result given.

Results follow in this order: PP1 inh | PREPL inh | Fh CTSL1 inh | PP5 inh | HCV core dimer | TPT1 inh | JMJD2C inh | Efflux pump mplx | LYPLA2 counter
CC(C)c1ccc(/C=C2\C(=N)N3N=C(CC(=O)N4CCCCC4)SC3=NC2=O)cc1
 : -1 | -3 | -2 | -0.4 | 6 | 1 | -3 | 0.6 | 0
Cc1ccc(NS(=O)(=O)c2ccc3c(c2)NC(=O)CO3)c(C)c1
 : -2 | 2 | 4 | 0.1 | -4 | -3 | -3 | -0.2 | 2
CCN(CC)CCn1c2c(c(SCC(=O)Nc3nc(C)cs3)nc1=O)CCCC2
 : -7 | 14 | 1 | -0.5 | -2 | -2 | -1 | -0.1 | 0
CCOC(=O)C(C)Oc1cccc2c(=O)n(CC(=O)NCc3ccc(F)cc3)ccc12 (configuration not stated)
 : -4 | -6 | 2 | 1.9 | 1 | -2 | -3 | 0.0 | 9
Cc1nnc(SCCn2c(N3CC(C)CC(C)C3)nc3c2c(=O)[nH]c(=O)n3C)s1 (configuration not stated)
 : -4 | 6 | 7 | -2.2 | 0 | 0 | -30 | 0.0 | 9
COc1ccc(-n2c(Cc3cccn3C)nnc2SCC(=O)Nc2ccc(C)cc2C)cc1
 : -3 | 13 | -1 | -0.1 | 15 | 4 | 3 | 0.1 | -8
O=C(COc1ncnc2ccccc12)Nc1cccc([N+](=O)[O-])c1
 : -5 | -3 | -7 | -0.8 | -2 | 5 | 1 | 0.1 | 16
C#CCOCCOCCOCCNc1nc(N2CCN(C(=O)[C@H](CCC(=O)O)n3cc(C(N)CC(C)C)nn3)CC2)nc(N2CCN(C(=O)[C@H](CCC(=O)O)n3cc(C(N)CC(C)C)nn3)CC2)n1 (some centres not stated)
 : 1 | 2 | 2 | -1.0 | -8 | 4 | -5 | 0.0 | 1
Cc1c(-c2ccccc2)nc2ccccc2c1C(=O)NCc1cccs1
 : 1 | -2 | 1 | 0.9 | 3 | -2 | -2 | 0.1 | 4
Cc1cccc(C)c1OCC(=O)NCc1ccccc1
 : 1 | 5 | 0 | 3.7 | 0 | -1 | -8 | 0.4 | -5
CC(C)(C)c1ccc(-c2cc(-c3ccccc3O)[nH]n2)cc1
 : 1 | 6 | 2 | 3.1 | 5 | 0 | -2 | -0.1 | -31
CC(C)(NO)/C(=N\O)c1ccc(Cl)cc1
 : -4 | -8 | -4 | -1.5 | -2 | -4 | -2 | 0.0 | 5
COc1cc(C(=O)O)cc(OC)c1OCc1cc(C(=O)O)oc1C
 : 6 | -3 | 0 | 0.7 | -4 | 1 | 12 | 0.0 | -1
COc1ccc(NC(=O)N2CCCc3cccc(C)c32)cc1
 : -4 | -7 | -2 | 1.6 | 0 | -1 | 3 | 0.0 | 4
Cc1cc(C)c(C)c(OCC(=O)N2CCOCC2)c1
 : -3 | 0 | -1 | 0.9 | -6 | -2 | 2 | -0.1 | 0
Cc1ccc(NC(=O)CC2CCCC2)c(Br)c1
 : -1 | -5 | -6 | -1.1 | -1 | -5 | 7 | 0.2 | -3
S=C(Nc1ccc(Br)cc1)NC1CCCC1
 : 0 | -3 | -2 | 0.7 | -6 | -1 | 14 | 0.2 | 1
Cc1ccc(NC(=S)N/N=C/c2ccc(Cl)c([N+](=O)[O-])c2)cc1
 : 1 | 11 | 2 | 1.8 | 1 | 0 | 92 | -0.1 | 5
COc1ccc(/C=N/NC(=O)c2ccco2)cc1Cn1nc(C)c([N+](=O)[O-])c1C
 : 0 | -19 | -1 | -2.3 | 5 | 2 | -8 | 0.0 | 2
COc1cc2c(cc1OC)-c1nnc(C)n1C(C)(C)C2
 : 2 | 11 | 0 | 0.8 | 2 | 1 | 0 | 0.2 | 7
CCCNC(=O)Nc1ccsc1C(=O)OC
 : -3 | 4 | -4 | -0.1 | 4 | 2 | -3 | 0.0 | -5
CCN(CC)c1ccc(/C=C2/C(=O)ON=C2C)cc1
 : 0 | -1 | 5 | -0.5 | 7 | 117* | -1 | -0.1 | -2
O=C(CSc1nc(O)c(Cc2ccccc2)c(=O)n1-c1ccccc1)N1CCOCC1
 : -4 | 4 | 0 | 1.8 | -4 | 1 | 5 | -0.2 | -6
CCOc1ccc(NC(=O)C2CCC(CNc3c(N4CCC(C)CC4)c(=O)c3=O)CC2)cc1 (configuration not stated)
 : -2 | 6 | 1 | -0.3 | -1 | -2 | 1 | 0.0 | 0
COc1cc(-c2nn3c(C4CCCCC4)nnc3s2)cc(OC)c1OC
 : 1 | -4 | -1 | 3.0 | 5 | 1 | -4 | 0.2 | -4
COc1cc(OC)c(C(=O)NC2CCCCCC2)cc1OC
 : 1 | 1 | -1 | 1.2 | -4 | -2 | 3 | 0.1 | 5
Cc1ccc(C)c(-c2csc(NC(=O)c3c(C)noc3C)n2)c1
 : 8 | 6 | x | 3.4 | x | x | 7 | 0.5 | -3
Cc1c(C(C)C)c(=O)n(-c2ccc(S(=O)(=O)NC(C)C)cc2)n1C
 : 3 | -9 | 1 | -1.9 | -7 | -7 | 2 | -0.1 | 1
O=C(Nc1ccc(Cl)cc1)c1ccc(-n2cccn2)c([N+](=O)[O-])c1
 : 0 | 20 | 3 | 2.6 | 2 | 0 | -30 | -0.1 | -1
Cc1ccc(C2(C(F)(F)F)NC(=O)N3CCCN=C3S2)cc1 (configuration not stated)
 : 0 | 8 | 2 | 2.2 | -7 | -1 | 5 | 0.0 | 3

Remaining list, next part
Results follow in this order: PP1 inh | PREPL inh | Fh CTSL1 inh | PP5 inh | HCV core dimer | TPT1 inh | JMJD2C inh | Efflux pump mplx | LYPLA2 counter
O=C(CNC(=O)c1ccccc1)OCc1nc2ccccc2s1
 : -4 | 3 | -1 | 0.3 | -4 | -3 | 6 | 0.0 | -1
CCN(CC)CCNCc1cc(Br)ccc1OCC(=O)NCc1ccccc1
 : 0 | -6 | 5 | 1.8 | -5 | -2 | 13 | -0.1 | 3
Cc1noc(C)c1COC(=O)[C@@H](NC(=O)c1ccccc1)C(C)C
 : 0 | 16 | -6 | -2.9 | -3 | -5 | -16 | -0.2 | -1
COc1ccc2c(c1)CC/C(=C\C=C\c1ccccc1)C2=O
 : 2 | 3 | 17 | 1.4 | 7 | 5 | 5 | 0.1 | 0
Cc1ccc(S(=O)(=O)CC(=O)N2CCN(c3cccc(C(F)(F)F)c3)CC2)cc1
 : 0 | -9 | 7 | 3.6 | 10 | 4 | 2 | -0.1 | 4
COC(=O)C1CC(=O)c2ccsc2C1 (configuration not stated)
 : -12 | 0 | 7 | -4.5 | -7 | 64* | 2 | -0.1 | -9
CCn1cc(C2C(C(=O)Nc3cc(C)ccn3)=C(C)NC3=C2C(=O)CC(C)(C)C3)c(C)n1 (configuration not stated)
 : 1 | -8 | 1 | -0.6 | -7 | -6 | -6 | 0.0 | 1
CC1CCN(C(=O)C2(NC(=O)Nc3cccc(F)c3)CCCCC2)CC1
 : -6 | 4 | 5 | 5.3 | -2 | 2 | -27 | 0.1 | 3
Nc1nc(N)c2cc(Sc3ccc4ccccc4c3)ccc2n1
 : 23* | -63 | 4 | 0.5 | 14 | -3 | -6 | 0.1 | 7
O=C(Nc1ccc(Br)cc1Cl)c1ccc2c(=O)n3c(nc2c1)CCC3
 : -2 | 14 | 4 | -1.8 | 23 | 3 | 10 | -0.1 | -4
CCOc1ccc(Cl)cc1CSc1n[nH]c(C)n1
 : 0 | -7 | 3 | 2.3 | -6 | 2 | -3 | -0.3 | 0
O=C1N(c2ccccc2)C2CS(=O)(=O)CC2N1c1ccc(Cl)c(Cl)c1 (configuration not stated)
 : -1 | -1 | 1 | 5.8 | 0 | 1 | 2 | 0.0 | 1
N#Cc1ccc(-c2cccnc2)nc1SCC(=O)c1ccccc1
 : 4 | 11 | -2 | 1.8 | -5 | 67* | -6 | -0.1 | -24
CN(C)/C=C/C(=O)c1cc(N2CCOCC2)ccc1[N+](=O)[O-]
 : -2 | 2 | 8 | -0.2 | 2 | 0 | -1 | 0.1 | 18
Cc1ccc(O)c(NC(=S)NC(=O)c2ccccc2Cl)c1
 : 3 | 6 | -2 | 1.5 | 1 | -1 | 3 | 0.2 | -3
COc1cc2c(cc1OC)C(C)N(C(=O)C1=NN(c3cccc(C)c3)C(=O)CC1)CC2 (configuration not stated)
 : 2 | 10 | 2 | -1.4 | 1 | -1 | 10 | -0.1 | 10
CCN(C(=O)c1cc(S(=O)(=O)N2CCOCC2)cn1C)c1cccc(C)c1
 : 4 | 20 | 1 | 2.0 | -7 | -4 | -2 | -0.1 | 1
Cc1cccc(NC(=O)c2nc[nH]c2C(=O)N[C@H](C)c2ccccc2)c1
 : 3 | -23 | x | 7.3 | x | x | 0 | 0.9* | -38
CCCCc1nc2sc3c(SCCN(C)C)ncnc3c2c2c1CCC2
 : -3 | -13 | -1 | 1.2 | 3 | -1 | 11 | 0.2 | -3
CN1C(=O)N(c2ccccc2)C(Nc2nncs2)C1(C)C (configuration not stated)
 : -5 | -3 | -2 | -0.9 | -1 | -4 | -2 | -0.1 | 1
Cc1cc2c(C)nc3ccccc3c2o1
 : 2 | 5 | -4 | 2.6 | 2 | -4 | 1 | 0.2 | -2
O=[N+]([O-])c1ccc(O)c(C=Nc2ccc3oc(Cc4ccc(Cl)cc4)nc3c2)c1
 : 4 | 28 | 2 | 0.6 | 22 | -2 | -27 | 0.1 | 4
CCOC(=O)C1=C(N)OC2=C(C(=O)CCC2)C1c1ccco1 (configuration not stated)
 : 7 | 2 | -4 | 0.1 | -6 | 0 | -1 | -0.1 | 2
CCOC(=O)c1ccc(NC(=O)CN(c2ccc(C)cc2)S(=O)(=O)c2c(C)n[nH]c2C)cc1
 : -2 | -19 | 4 | 4.4 | 6 | -54 | 1 | 0.2 | -21
CCOC(=O)CNc1nc(Cl)nc(Nc2ccc(Cl)cc2)n1
 : -2 | -12 | -4 | 0.6 | -4 | -1 | 4 | 0.2 | 8
Cc1ccc(-c2csc(N(CCO)CCCn3c(C(F)(F)F)nc4cc(C(F)(F)F)ccc43)n2)cc1
 : 1 | 8 | 4 | 3.3 | 10 | 3 | -1 | -0.1 | -5
N#Cc1ccc2ccn(CC(=O)NCc3ccco3)c2c1
 : 0 | 7 | 0 | -1.4 | 20 | -4 | 12 | 0.0 | 4
COCCn1c(N)c(N(Cc2ccccc2)C(=O)c2ccc3ccccc3c2)c(=O)[nH]c1=O
 : -6 | 38 | 2 | -2.4 | -1 | 2 | 134 | 0.0 | -2
COc1ccc(C(CC(=O)O)N2C(=O)CCC2=O)cc1 (configuration not stated)
 : -3 | -5 | 2 | -1.1 | 2 | -2 | 6 | 0.1 | -3
CC(NCC(O)COCCC12CC3CC(CC(C3)C1)C2)c1ccccc1 (configuration not stated)
 : 12 | -4 | 0 | 0.0 | -18 | -4 | u | 0.0 | 1
CCCCC(CC)COC1(c2ccccc2)OC(=O)c2ccccc21 (configuration not stated)
 : 1 | 1 | -2 | 2.2 | 2 | 3 | 5 | 0.5 | 1
CC1=CC(C)(C)N2C(=O)C3(C(C#N)=C(N)OC4=C3C(=O)CC(C)(C)C4)c3c(C)c(C)cc1c32 (configuration not stated)
 : 0 | 6 | 0 | 2.8 | 4 | 0 | 2 | 0.1 | -7

An excerpt; the hit share may differ from the screen's.
